Screening results (PubChem BioAssay)
3T3 cytotox: Cytotoxic Profiling in NIH 3T3 Cell Line of Diverse Libraries Using Quantitative High-Throughput Screening; NIH 3T3 viability, CellTiter-Glo ATP luminescence, 48-72 h; Potency, µM (series often up to 96.7 µM), for the others: at the top dose activity change, negative = cytotoxicity, most hits filed as inhibitors; actives 4.3% (n = 94,000); AID 1345082, 2018; note: potency is the fitted concentration of half-maximal effect; nearly all actives have a fitted effect of over 55% in size
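First NIH 3T3 cells are plated at 400 cells/well; next compound is pinned in; then plates incubate 48 or 72 hr at 37 °C; finally CellTiter-Glo is added and luminescence read after 10 min.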
Luciferase inh: Firefly luciferase inhibition profiling of diverse chemical library using quantitative high-throughput screening; Luciferin 4-monooxygenase (Photinus pyralis), P08659; purified P. pyralis luciferase, luminescence, biochemical; Potency, µM (top dose mostly 115 µM), inactives show at the highest dose activity change, negative = inhibition, most hits filed as inhibitors; actives 2.5% (n = 76,000); note: potency is the fitted concentration of half-maximal effect; nearly all actives have a fitted effect of over 65% in size
Target sequence (P08659 whole entry, looked up): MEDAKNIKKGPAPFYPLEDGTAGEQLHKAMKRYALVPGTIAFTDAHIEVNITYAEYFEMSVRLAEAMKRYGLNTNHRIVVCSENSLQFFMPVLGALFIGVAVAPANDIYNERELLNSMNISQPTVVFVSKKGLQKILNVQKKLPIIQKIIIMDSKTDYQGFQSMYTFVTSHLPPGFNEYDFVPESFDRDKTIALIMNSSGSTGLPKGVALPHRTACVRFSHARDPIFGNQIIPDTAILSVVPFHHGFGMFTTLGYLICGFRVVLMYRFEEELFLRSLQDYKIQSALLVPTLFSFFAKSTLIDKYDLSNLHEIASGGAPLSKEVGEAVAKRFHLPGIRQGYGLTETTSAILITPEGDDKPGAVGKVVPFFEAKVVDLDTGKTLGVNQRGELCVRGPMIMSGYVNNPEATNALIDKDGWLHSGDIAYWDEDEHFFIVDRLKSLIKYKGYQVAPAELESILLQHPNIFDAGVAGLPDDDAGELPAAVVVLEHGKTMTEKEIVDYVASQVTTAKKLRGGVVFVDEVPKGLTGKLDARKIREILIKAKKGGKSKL
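Biochemical qHTS: compound (6-point titration) added to 10uM D-luciferin plus 10uM ATP in Tris acetate pH 7.5 buffer with Mg, Tween-20 and BSA, then purified enzyme at 10nM; light output imaged.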
IP6K1 inh: Primary qHTS assay for small molecule inhibitors of Inositol hexaphosphate kinase 1 (IP6K1) | IP6K1 kinase, ADP-Glo luminescence, 2 h; active compounds read low | activity change, % (series mostly up to about 58 µM) | actives 0.81% (n = 140,000) | AID 1645851, 2021; in the data active = activity change below about -25%
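ADP-Glo luminescence measures ADP made by human IP6K1 during a 2 h RT reaction with ATP/IP6 (mix at 1.3 mM/130 uM); top library doses 57.5 and 19.1 uM final.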
SNCA expr inh: Primary qHTS assay for inhibitors of alpha-synuclein gene (SNCA) expression. actives 0.17% (n = 140,000). AID 1671194, 2021. Potency, µM (titrated, usually from 57.2 µM), for inactives: at the top dose activity change, negative = inhibition, usual class: inhibitors. HEK-293 SNCA-luciferase knock-in, luminescence, 24 h;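 note: potency is the fitted concentration of half-maximal effect; plate controls were DMSO cells for no effect and cell-free wells for full effect; nearly all actives have a fitted effect of over 45% in size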
GPT2 inhibitor: Primary qHTS assay for inhibitors of Glutamate pyruvate transaminase 2 (GPT2). Recombinant GPT2, coupled pyruvate oxidase/HRP Amplex Red fluorescence. Potency, µM (top dose mostly 57.7 µM), for the others: at the highest dose activity change, negative = inhibition, actives largely listed as inhibitors. actives 0.25% (n = 100,000); note: potency is the fitted concentration of half-maximal effect; nearly all actives have a fitted effect of over 60% in size; many of its hits are not listed in these tables
Target sequence (Q8TD30 whole entry, looked up): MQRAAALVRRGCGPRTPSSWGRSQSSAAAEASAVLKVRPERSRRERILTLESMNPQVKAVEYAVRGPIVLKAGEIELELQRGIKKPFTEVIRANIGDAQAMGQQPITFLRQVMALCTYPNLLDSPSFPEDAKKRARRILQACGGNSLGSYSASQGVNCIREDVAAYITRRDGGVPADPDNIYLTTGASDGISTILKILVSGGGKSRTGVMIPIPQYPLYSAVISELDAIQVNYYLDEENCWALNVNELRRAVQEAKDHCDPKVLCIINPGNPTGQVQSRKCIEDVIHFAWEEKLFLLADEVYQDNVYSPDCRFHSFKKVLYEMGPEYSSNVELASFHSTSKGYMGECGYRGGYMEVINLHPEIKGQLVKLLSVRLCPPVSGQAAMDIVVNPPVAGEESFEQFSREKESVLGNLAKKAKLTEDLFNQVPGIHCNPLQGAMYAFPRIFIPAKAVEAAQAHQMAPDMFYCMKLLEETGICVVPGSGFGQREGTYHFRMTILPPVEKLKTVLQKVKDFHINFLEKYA
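Fluorescence read-out: pyruvate from GPT2 turnover coupled to pyruvate oxidase, HRP and Amplex Red (0.2mM ThPP, 0.2U/mL PO and HRP, 50uM Amplex final). Substrates 250uM a-KG, 2mM L-alanine; enzyme 10ng/uL; 30 min RT.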
HEK293 viab: GF-AFC viability counterscreen for inhibitors of alpha-synuclein gene (SNCA) expression; HEK-293-SNCA-luc viability, GF-AFC fluorescence, 24 h; Potency, µM (doses to about 57.1 µM), inactives show at the highest dose activity change, negative = cytotoxicity, actives largely listed as cytotoxic; actives 0.12% (n = 150,000);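 note: potency is the fitted concentration of half-maximal effect; 0% = DMSO-treated cells and -100% = medium-only wells without cells; nearly all actives have a fitted effect of over 30% in size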
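Cytotoxicity counterscreen: after 24 h compound treatment of genome-edited SNCA-luciferase HEK-293 cells, live-cell protease substrate GF-AFC read by fluorescence after 30 min; activity scaled between DMSO (0%) and medium-only (-100%), curves Hill-fitted.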
HEK293 tox: Cytotoxic Profiling in HEK 293 Cell Line of Diverse Libraries Using Quantitative High-Throughput Screening. HEK 293 viability, ATP luminescence (CellTiter-Glo), 48-72 h. Potency, µM (highest dose often 115 µM), for inactives: at the top dose activity change, negative = cytotoxicity, hits mostly inhibitors. actives 6.6% (n = 94,000). AID 1345083, 2018; note: potency is the fitted concentration of half-maximal effect; nearly all actives have a fitted effect of over 60% in size
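qHTS cytotoxicity; HEK 293, 250 cells/well; compound pinned; 48 or 72 hr, 37 degree Celsius, 5% CO2, 95% humidity; CellTiter-Glo, 10 min RT; luminescence (ATP).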
Numbers without * were called inactive; [ ] = remark or other dose. Unless noted, calls come from the whole dose curve; as a rule, active = well fitted curve in the direction sought with a large enough effect; inconclusive = small, poorly fitted or top-dose-only effect, or another doubt; inactive = no such curve, though single readings can be large; an effect the other way counts as inactive or inconclusive. Unless noted, % is set by controls: 0 for no effect and ±100 for the full control effect.

What do the screens show for `O=C1NCCN(C(=O)Cn2ncc3ccccc3c2=O)C1Cc1cnc[nH]1` (configuration not stated)?
3T3 cytotox: inactive; Luciferase inh: -3.7%; IP6K1 inh: -14.9; SNCA expr inh: 1.6%; GPT2 inhibitor: -4.6%; HEK293 viab: -12.7%; HEK293 tox: inactive

Results for CCCNCc1ccc(-c2ccccc2)o1 ?
3T3 cytotox: inactive; Luciferase inh: -1.5%; IP6K1 inh: -2.3; SNCA expr inh: 36.1%[activator]; GPT2 inhibitor: inconclusive; HEK293 viab: 18.8%; HEK293 tox: -6.2%

How did COc1ccc(-c2cc(C(=O)N3CCOCC3)c3c(C4CCNC4)nn(C)c3n2)cc1 (configuration not stated) do in these assays?
3T3 cytotox: -29.5%; IP6K1 inh: 0.8; SNCA expr inh: 0.7%; GPT2 inhibitor: inactive; HEK293 viab: -2.2%; HEK293 tox: -25.0%

What do the screens show for `CCc1nnc(SCc2cccc(F)c2)c2cc3sc(C)cc3n12`?
IP6K1 inh: 2.1; SNCA expr inh: -0.9%; HEK293 viab: 5.4%

What do the screens show for `CCOC(=O)N1CCN(C(=O)CN(c2cc(C)ccc2OC)S(=O)(=O)c2ccc(C)cc2)CC1`?
IP6K1 inh: 27.4; SNCA expr inh: 0.9%; HEK293 viab: -2.8%

Results for CCN(C(=O)CSc1nc2ccccc2n1Cc1ccccc1C#N)c1ccccc1 ?
IP6K1 inh: 26.7; SNCA expr inh: -4.9%; HEK293 viab: -3.0%

Results for O=C(NC1CN(c2ccnc3ccnn23)C1)C1CCCC1 ?
3T3 cytotox: 0.3%[138 µM]; IP6K1 inh: 2.1; SNCA expr inh: -4.7%[87.6 µM]; GPT2 inhibitor: -1.8%[88.5 µM]; HEK293 viab: 3.6%[87.6 µM]; HEK293 tox: inactive

How did CCCCOc1ccc(C(=O)N2CCC(Cc3nc(-c4ccccc4)no3)CC2)cc1 do in these assays?
3T3 cytotox: inconclusive; Luciferase inh: 7.3%; IP6K1 inh: 8.7; SNCA expr inh: -26.9%; GPT2 inhibitor: inactive; HEK293 viab: 0.6%; HEK293 tox: inconclusive

Results for COc1cccc(C(=O)Nc2ccc(-c3nc4ccccc4s3)cc2Cl)c1 ?
IP6K1 inh: 4.0; SNCA expr inh: 38.3%; HEK293 viab: -1.4%

How did CC(=O)NCc1nnc2n1C(C(=O)Nc1ccc(C)cc1)CC2 (configuration not stated) do in these assays?
3T3 cytotox: -1.9%; IP6K1 inh: 0.5; SNCA expr inh: -3.6%; GPT2 inhibitor: inactive; HEK293 viab: -23.1%[12.5 µM]; HEK293 tox: inactive

What do the screens show for `CS(=O)(=O)Nc1ccc(F)c(NC(=O)NCC2(O)CCCNC2)c1` (configuration not stated)?
3T3 cytotox: -0.6%; Luciferase inh: -6.5%; IP6K1 inh: 0.1; SNCA expr inh: 0.0%; GPT2 inhibitor: 4.2%; HEK293 viab: -4.5%; HEK293 tox: -9.8%

How did O=C1C(N2CCN(S(=O)(=O)c3ccccc3Cl)CC2)CCN1CCc1ccccc1 (configuration not stated) do in these assays?
3T3 cytotox: inconclusive; Luciferase inh: 2.5%; IP6K1 inh: -1.8; SNCA expr inh: -21.5%; GPT2 inhibitor: 3.2%; HEK293 viab: 8.1%; HEK293 tox: inconclusive

How did C#CCNC(=O)c1cc(-c2cccc(C(F)(F)F)c2)c2cccn2n1 do in these assays?
3T3 cytotox: 50.1µM*; IP6K1 inh: -2.0; SNCA expr inh: 1.0%[87.6 µM]; GPT2 inhibitor: inactive; HEK293 viab: -1.7%[87.6 µM]; HEK293 tox: inconclusive

What do the screens show for `Cc1nnc2n1CCC(NC(=O)CCc1nc3ccccc3s1)CC2` (configuration not stated)?
3T3 cytotox: -8.7%; Luciferase inh: -2.2%; IP6K1 inh: 11.3; SNCA expr inh: 20.4%; GPT2 inhibitor: inactive; HEK293 viab: 5.3%; HEK293 tox: -7.0%

What do the screens show for `COc1cccc(CNC(=O)CCn2nc(C)c3c(C)n(-c4ccccc4)nc3c2=O)c1`?
IP6K1 inh: 6.7; SNCA expr inh: 3.8%; HEK293 viab: -0.6%

Random excerpt: 2 compounds from above, in no set order.
How did C#CCNC(=O)c1cc(-c2cccc(C(F)(F)F)c2)c2cccn2n1 do in these assays?
3T3 cytotox: 50.1µM*; IP6K1 inh: -2.0; SNCA expr inh: 1.0%[87.6 µM]; GPT2 inhibitor: inactive; HEK293 viab: -1.7%[87.6 µM]; HEK293 tox: inconclusive

How did COc1ccc(-c2cc(C(=O)N3CCOCC3)c3c(C4CCNC4)nn(C)c3n2)cc1 (configuration not stated) do in these assays?
3T3 cytotox: -29.5%; IP6K1 inh: 0.8; SNCA expr inh: 0.7%; GPT2 inhibitor: inactive; HEK293 viab: -2.2%; HEK293 tox: -25.0%

Next part
Results for c1ccc(-c2ncc(CN3CCN(c4ncccn4)CC3)[nH]2)cc1 ?
IP6K1 inh: 23.2; GPT2 inhibitor: inactive; HEK293 viab: 0.8%

How did O=c1c2ccccc2nc(N2CCN(c3cccc(Cl)c3)CC2)n1-c1ccccc1 do in these assays?
IP6K1 inh: 41.7; SNCA expr inh: -12.8%; HEK293 viab: -19.0%

Results for O=C(CSc1ccccc1)N1CCCC2(C1)Nc1cccnc1NC2=NC1CCCC1 (configuration not stated) ?
3T3 cytotox: -29.1%; Luciferase inh: 7.8%; IP6K1 inh: 7.0; SNCA expr inh: 1.6%; GPT2 inhibitor: -27.6%; HEK293 viab: -18.7%; HEK293 tox: -20.2%

Results for Cc1cccc(OCc2nnc(-c3ccccc3)o2)c1 ?
IP6K1 inh: -1.7; SNCA expr inh: 99.3%[activator]; HEK293 viab: 0.5%

What do the screens show for `CN1[C@@H](CCC(=O)N2CCN(c3ccccn3)CC2)CNC(=O)[C@H]2NCC[C@H]21`?
3T3 cytotox: 2.2%[174 µM]; Luciferase inh: -4.9%[172 µM]; IP6K1 inh: 6.8; SNCA expr inh: 16.5%[87.6 µM]; GPT2 inhibitor: -1.7%[88.5 µM]; HEK293 viab: 7.1%[87.6 µM]; HEK293 tox: -5.2%[172 µM]

What do the screens show for `CCOC(=O)CCN1CCC2(C1)C(=O)N(C)C(=O)N2CCOC` (configuration not stated)?
3T3 cytotox: -21.3%; IP6K1 inh: 21.7; SNCA expr inh: -14.7%; GPT2 inhibitor: -5.8%; HEK293 viab: -0.8%; HEK293 tox: -7.9%

Results for COc1ccc(N2CC(NC(=O)c3cccs3)CC2=O)cc1OC (configuration not stated) ?
IP6K1 inh: 1.5; SNCA expr inh: 35.5%[activator]; HEK293 viab: 3.4%

Results for COc1ccccc1N1CCN(C(=O)c2cc3c(=O)oc4ccccc4c3s2)CC1 ?
IP6K1 inh: 8.3; SNCA expr inh: 11.9%; HEK293 viab: -12.3%

What do the screens show for `CCc1ccc(CNC(=O)C2CCN(c3nnc(-n4c(C)ccc4C)s3)CC2)cc1`?
IP6K1 inh: 1.9; SNCA expr inh: -4.0%; HEK293 viab: -8.3%

Results for CC#CCN1C(=O)NC(CCc2ccccc2)(C2CCN(Cc3ccccc3-c3ccco3)CC2)C1=O (configuration not stated) ?
3T3 cytotox: -25.6%; Luciferase inh: -2.4%; IP6K1 inh: 7.6; SNCA expr inh: -13.7%; GPT2 inhibitor: -24.8%; HEK293 viab: 0.8%; HEK293 tox: -40.1%

Results for COc1ccc(CN2CC[C@H](c3nc4ccc(OC)cc4[nH]3)C2)cc1 ?
3T3 cytotox: inconclusive; Luciferase inh: inconclusive; IP6K1 inh: 1.3; SNCA expr inh: 15.6%[87.6 µM]; GPT2 inhibitor: inactive; HEK293 viab: -6.9%[87.6 µM]; HEK293 tox: inconclusive

What do the screens show for `O=C(Cc1cccc(F)c1)N1CCn2c(nnc2[C@@H]2C[C@@H](O)CN2Cc2ccccc2)C1`?
3T3 cytotox: -5.3%; Luciferase inh: -1.7%; IP6K1 inh: -2.3; SNCA expr inh: -24.3%; GPT2 inhibitor: inactive; HEK293 viab: 0.8%[12.5 µM]; HEK293 tox: -0.9%

Results for CC(C)(C)C1CCc2nc(NC(=O)COc3ccc(F)cc3)sc2C1 (configuration not stated) ?
IP6K1 inh: 12.4; SNCA expr inh: -19.5%; HEK293 viab: -5.6%

What do the screens show for `CC(C)(C)c1ccc(C(=O)N2CCN(CCc3ccccn3)CC2)cc1`?
IP6K1 inh: -3.5; SNCA expr inh: 9.0%; HEK293 viab: 11.1%

How did O=C(c1cccn2cncc12)N1CCOCC1 do in these assays?
3T3 cytotox: inactive; Luciferase inh: -2.8%[172 µM]; IP6K1 inh: -0.1; SNCA expr inh: -6.7%[87.6 µM]; GPT2 inhibitor: -3.2%[88.5 µM]; HEK293 viab: -0.7%[87.6 µM]; HEK293 tox: -11.1%[172 µM]

How did CC(C)CN1C(=O)N(CC(=O)N(C)Cc2ccon2)C(=O)C12CCNCC2 do in these assays?
3T3 cytotox: -5.0%; Luciferase inh: 1.1%; IP6K1 inh: 0.7; SNCA expr inh: 3.0%; GPT2 inhibitor: -0.5%; HEK293 viab: -11.9%; HEK293 tox: -2.3%

What do the screens show for `N#Cc1ccc(CN2CC[C@H]3C(=O)NCCCCCCN(Cc4ccncc4)[C@@H]3C2)cc1`?
3T3 cytotox: inconclusive; Luciferase inh: -12.6%; IP6K1 inh: 6.2; SNCA expr inh: 7.4%; GPT2 inhibitor: inconclusive; HEK293 viab: 6.2%; HEK293 tox: inconclusive

What do the screens show for `Cc1ccc(NS(=O)(=O)c2ccc3[nH]c4c(c3c2)CCCC4)c(C)c1`?
IP6K1 inh: -10.4; SNCA expr inh: -29.7%; HEK293 viab: -18.1%

How did Cc1cccc(OCC(=O)c2ccc3c(c2)N(C(C)C(=O)N2CCCC2)C(=O)CO3)c1C (configuration not stated) do in these assays?
3T3 cytotox: -29.8%; Luciferase inh: inconclusive; IP6K1 inh: -3.2; SNCA expr inh: -5.0%; GPT2 inhibitor: inactive; HEK293 viab: -22.0%; HEK293 tox: 44.7µM*

How did COc1ccccc1-c1cc(C(=O)N2CCCCC2C)no1 (configuration not stated) do in these assays?
IP6K1 inh: -3.6; SNCA expr inh: 224.4%[activator]; HEK293 viab: -9.0%

What do the screens show for `O=C(c1ccco1)N1c2ccccc2CC1c1nnc(C2CCOCC2)o1` (configuration not stated)?
3T3 cytotox: inconclusive; Luciferase inh: -6.8%; IP6K1 inh: -2.8; SNCA expr inh: inconclusive; GPT2 inhibitor: 2.4%; HEK293 viab: -2.6%; HEK293 tox: 7.3%
